Screens (PubChem BioAssay)
LYPLA1 counter – counter-screen for PME1 inhibitors: inhibitors of human LYPLA1; O75608; recombinant LYPLA1, FP-Rh probe fluorescence polarization; inhibition, % at 5.9 µM; hit rate 0.16% among 320,000;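 active means inhibition above the mean of all tested compounds plus 3 SD, set per campaign, cut at about 14% in these data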;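 further: inhibitors block serine hydrolase probe labeling of LYPLA1 so polarization falls; 0% = enzyme with DMSO and 100% = wells lacking LYPLA1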
PAFAH1B2 FP inh – PAFAH1B2 (human) inhibition | recombinant PAFAH1B2, FP-rhodamine activity probe, fluorescence polarization | inhibition, % at 3.39 µM | hit rate 1.2% among 340,000 | AID 492953;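 active means inhibition above the mean of all tested compounds plus 3 SD, cut at about 24% in these data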;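 further: 0% = enzyme with DMSO and 100% = wells lacking PAFAH1B2; many of its hits are not listed in these tables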
pPAFAH FP inh – pPAFAH (human) enzyme inhibition | Q13093 | recombinant pPAFAH, FP-rhodamine probe fluorescence polarization | inhibition, % at 3.39 µM | hit rate 1.5% among 330,000;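 active means inhibition above the mean inhibition across the screen plus 3 SD, cut at about 25% in these data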;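 further: inhibitors block binding of the rhodamine activity-based probe so polarization drops; 0% = enzyme with DMSO and 100% = wells lacking pPAFAH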
GSTO1 counter – counter-screen for RBBP9 inhibitors: inhibitors of human GSTO1; recombinant GSTO1, activity-based probe fluorescence polarization; inhibition, % at 5.96 µM; hit rate 1.1% among 300,000;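 active means inhibition above the campaign mean inhibition plus 3 SD, cut at about 35% in these data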;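 further: 0% = GSTO1-1 with DMSO and 100% = wells lacking GSTO1-1 enzyme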
Target sequence (P78417 whole entry, looked up): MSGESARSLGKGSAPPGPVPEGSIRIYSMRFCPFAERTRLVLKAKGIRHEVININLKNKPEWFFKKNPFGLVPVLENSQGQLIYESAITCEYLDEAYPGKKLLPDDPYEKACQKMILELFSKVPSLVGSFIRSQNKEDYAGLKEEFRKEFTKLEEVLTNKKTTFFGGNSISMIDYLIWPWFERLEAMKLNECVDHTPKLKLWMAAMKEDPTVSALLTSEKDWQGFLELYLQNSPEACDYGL
PME-1 primary – blocks human protein phosphatase methylesterase 1. Q9Y570. recombinant PME-1, FP-Rh probe fluorescence polarization. inhibition, % at 5.9 µM. hit rate 0.53% among 320,000. AID 2130;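 active means inhibition above the campaign mean of all compounds plus 3 SD, cut at about 26% in these data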;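 further: competitive labeling of PME-1 active site by serine hydrolase directed probe; 0% = PME-1 with DMSO and 100% = wells lacking PME-1 enzyme; inhibitors block probe labeling so polarization falls and inhibition rises; many of its hits are not listed in these tables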
Target sequence (Q9Y570 whole entry, looked up): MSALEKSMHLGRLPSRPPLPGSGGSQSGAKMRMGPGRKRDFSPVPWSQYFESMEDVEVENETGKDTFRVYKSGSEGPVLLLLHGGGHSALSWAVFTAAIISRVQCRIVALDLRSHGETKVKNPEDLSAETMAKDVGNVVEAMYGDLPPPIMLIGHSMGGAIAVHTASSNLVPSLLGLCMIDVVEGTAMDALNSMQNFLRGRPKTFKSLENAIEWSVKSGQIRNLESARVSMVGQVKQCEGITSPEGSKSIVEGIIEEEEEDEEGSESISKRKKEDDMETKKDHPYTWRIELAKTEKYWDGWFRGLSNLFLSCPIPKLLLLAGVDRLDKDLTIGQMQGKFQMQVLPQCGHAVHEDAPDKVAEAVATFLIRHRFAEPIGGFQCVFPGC
PAFAH2 inh – inhibitors of human PAFAH2; hit rate 0.99% among 340,000; AID 492956; recombinant PAFAH2, FP-rhodamine activity probe, fluorescence polarization; Q99487; inhibition, % at 3.39 µM;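 active means inhibition above the mean over all tested compounds plus 3 SD, cut at about 30% in these data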;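 further: inhibitors block probe labeling of enzyme so polarization drops; 0% = enzyme with DMSO and 100% = wells lacking PAFAH2 protein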
PAD4 FP inh – PAD4 (human) enzyme inhibition | Q9UM07 | recombinant PAD4, RCA probe fluorescence polarization | inhibition, % at 6.36 µM | hit rate 0.41% among 330,000;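 active means percent inhibition above a cutoff equal to the mean of all tested compounds plus 3 SD, cut at about 15% in these data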;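 further: 0% = PAD4 with RCA probe and DMSO and 100% = probe without PAD4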
PAFAH1B3 inh – blocks human PAF acetylhydrolase 1B catalytic subunit 3; recombinant PAFAH1B3, FP-rhodamine probe, fluorescence polarization; inhibition, % at 3.39 µM; hit rate 0.28% among 340,000;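 active means inhibition above the screen-wide average of all tested compounds plus 3 SD, cut at about 25% in these data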;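 further: 0% = enzyme with DMSO only and 100% = wells lacking PAFAH1B3 protein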
Target sequence (Q15102 whole entry, looked up): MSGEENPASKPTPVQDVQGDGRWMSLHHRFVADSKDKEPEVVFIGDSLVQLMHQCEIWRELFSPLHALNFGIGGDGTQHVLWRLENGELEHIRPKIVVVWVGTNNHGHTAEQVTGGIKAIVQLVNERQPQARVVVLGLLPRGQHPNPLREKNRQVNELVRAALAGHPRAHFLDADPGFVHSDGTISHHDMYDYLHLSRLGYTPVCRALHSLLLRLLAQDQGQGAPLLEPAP
LYPLA2 counter – LYPLA2 (human) inhibition in PME1 counter-screen | O95372 | recombinant LYPLA2, FP-Rh probe fluorescence polarization | inhibition, % at 5.9 µM | hit rate 0.38% among 320,000;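 active means inhibition above the screen-wide mean plus 3 SD, limit set per campaign, cut at about 26% in these data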;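 further: 0% = LYPLA2 with DMSO and 100% = wells lacking LYPLA2 enzyme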
Active calls of the source: *; . = no result given.

compound	LYPLA1 counter	PAFAH1B2 FP inh	pPAFAH FP inh	GSTO1 counter	PME-1 primary	PAFAH2 inh	PAD4 FP inh	PAFAH1B3 inh	LYPLA2 counter
O=C(Nc1nc(-c2ccc3c(c2)OCCO3)cs1)c1ccc(S(=O)(=O)N2CCCCC2)cc1	-31.5	-13.3	-7.2	-10.6	-35.4	-29.6	-7.2	-27.6	-46.8
O=C1NC(=O)C(c2cn(-c3ccccc3)nc2-c2ccc(F)cc2)N1 (stereo not given)	-2.5	3.3	-1.4	-0.5	0.4	1.4	2.1	1.3	1.4
CC(NC(=O)c1ccc(F)cc1Cl)C1CC2CCC1C2 (stereo not given)	-1.8	10.1	2.9	3.9	0.4	7.8	6.6	-4.5	-1.5
O=C(NC(Cc1ccccc1)C(=O)O)/C(=C\c1ccc(Br)cc1)NC(=O)c1ccc(Br)o1 (stereo not given)	1.4	9.1	6.8	6.9	-5.4	12.5	0.0	4.6	7.2
COC(=O)CNC(=O)C(C)NC(=O)OCc1ccccc1 (stereo not given)	0.7	0.8	4.5	2.8	-4.7	5.0	-1.7	4.0	-10.2
COc1ccc2c(c1)c(C(O)CN1CCN(Cc3ccc4c(c3)OCO4)CC1)c(C)n2C (stereo not given)	2.3	2.4	5.0	9.3	2.5	-6.1	3.3	-3.5	3.0
CC(C)NS(=O)(=O)c1ccc(NC(=O)C(C)Oc2ccc(C(=O)c3ccccc3)cc2)cc1 (stereo not given)	-14.0	-6.2	6.7	-3.7	-10.7	-8.6	-0.7	4.6	-18.9
CCOC(=O)N1CCN(S(=O)(=O)CCNC(=O)c2ccc(OC)cc2)CC1	1.2	2.5	3.1	5.0	-2.1	-2.8	-1.9	4.7	-1.2
COC(=O)C1(C(=O)OC)NOC2C(=O)N(c3ccccc3)C(=O)C21 (stereo not given)	-0.7	-0.6	1.4	-1.2	0.9	0.0	3.7	10.3	0.3
COc1ccc(CNS(=O)(=O)c2cc3c(cc2C)N(C)CCO3)cc1	0.2	2.0	3.6	-0.7	6.2	7.6	1.7	5.1	-6.5
COc1cc(CCC(=O)OCC(=O)N(CCC#N)c2ccccc2)cc(OC)c1OC	3.3	1.8	-2.9	-0.7	-2.7	-3.3	-5.0	4.9	6.4
Cc1cc(C)cc(NC(=O)COC(=O)c2n[nH]c3ccccc23)c1	-5.6	3.0	-10.1	-13.8	-27.9	69.7*	-1.6	5.1	-7.4
CC1CCN(c2ccc(C(=O)NCc3cccs3)cn2)CC1	-0.8	4.1	7.6	3.0	-5.7	2.4	3.3	8.9	4.4
CCc1ccc(OCC(=O)OCC(=O)NC2CCCC(C)C2C)cc1 (stereo not given)	.	6.7	8.1	.	.	7.0	-6.3	9.8	.
O=c1[nH]c2ccc(NC(=S)NC3CCCCC3)cc2[nH]1	3.5	14.2	2.6	-3.4	2.2	12.1	0.9	9.2	-2.8
COc1ccccc1/C=C(\NC(=O)c1cccc(C)c1)C(=O)Nc1ccccn1	-3.4	5.1	7.4	-0.1	-3.7	7.2	1.5	9.1	4.5
Cc1ccc(CN2CCNC(=O)C2CC(=O)N(C)CCc2ccccc2)cc1 (stereo not given)	1.1	1.3	2.0	1.6	-2.6	-4.8	-2.4	4.9	11.2
O=C(CCCCC(=O)NCc1cccs1)NCc1cccs1	0.8	0.3	3.5	-2.9	-2.5	-1.6	-0.2	-7.4	5.7
Cc1ccc(F)cc1NC(=O)CSc1nnc(CNC(=O)c2ccco2)n1C	-2.2	1.5	4.0	8.6	2.5	5.1	-3.0	2.6	-0.8
O=C(O)c1cccc(NC(=O)c2cccc(S(=O)(=O)N3CCc4ccccc43)c2)c1	3.0	13.8	-0.8	-17.2	-3.6	-3.4	-5.7	-6.7	-5.6
CCSc1nc2c(c(=O)[nH]1)C(C(C)C)C(C#N)=C(N)O2 (stereo not given)	1.7	6.8	2.6	1.1	0.1	-5.0	3.0	14.4	-1.2
CCN(CC(=O)Nc1ccc2c(c1)OCCO2)C(=O)c1ccccc1Br	.	5.7	3.1	.	.	-1.8	-6.2	4.3	.
COc1ccc(OC)c(-c2cc(C3CCN(c4ncccc4[N+](=O)[O-])CC3)[nH]n2)c1	-2.9	1.0	10.4	-2.6	-0.8	-4.8	0.2	4.7	-0.2
CCOCC(=O)Nc1cc(C(=O)OC)ccc1C(=O)OC	8.1	2.5	2.6	36.7*	3.3	-3.7	5.0	2.3	4.2
COc1cc(OC)cc(-c2c(-c3cccs3)c3cc(-c4ccc5cc[nH]c5c4)ccc3n2C)c1	-2.5	1.2	12.8	.	-0.3	1.3	-4.4	-6.6	0.3
CN(/N=C/c1ccc(Cl)cc1Cl)c1ncc(Cl)cc1C(F)(F)F	-1.4	4.5	1.3	2.3	-6.0	4.2	-3.8	1.9	4.2
Cc1c(S(=O)(=O)c2ccccn2)c(N)n(Cc2ccccc2Cl)c1C	-7.2	-11.2	4.3	-26.3	-6.0	-22.8	-8.9	-17.6	-15.2
Cc1ccc(NC(=O)C2CCC2)cc1S(=O)(=O)N1CCCCCC1	-1.4	4.7	1.9	-4.5	-0.9	2.8	1.9	-7.8	-0.1
O=C(c1ccc(NS(=O)(=O)c2cccc(F)c2)cc1)N1CCCCC1	2.5	1.2	4.0	8.2	1.5	2.3	4.0	5.2	1.7
COc1cccc(NC(=O)CN2C(=O)NC(C)(C3CC3)C2=O)c1 (stereo not given)	.	1.2	3.8	.	.	-0.9	-0.8	11.3	.
C/C=C\C=C/C(=O)Nc1cccc(C2=NOC3(C2)C[C@H](C(N)=O)N(C(=O)CC)C3)c1 (stereo not given in full)	-5.2	4.9	-2.8	14.0	-5.9	-7.2	-5.6	-1.0	-13.6
COC(=O)c1ccccc1S(=O)(=O)N1CCC(C(=O)OCC(=O)NCC(F)(F)F)CC1	2.8	0.2	7.4	1.6	0.5	4.0	-0.3	2.5	5.4
O=C(Cc1coc2ccc3ccccc3c12)Nc1nccs1	3.7	0.4	-6.2	-0.4	0.9	-1.0	-6.9	-0.9	-8.6
CCOC(=O)c1ccc(NC(=S)NN2CCN(C)CC2)cc1	4.4	-1.5	4.4	0.2	-0.2	-1.9	-3.4	9.6	0.3
CCOC(=O)N1CCN(C(=O)c2ccc(S(=O)(=O)Nc3ccc(C)cc3)cc2)CC1	.	2.5	20.3	.	.	1.3	-3.1	4.6	.
Cc1ccc(OCC(=O)Nc2ccc(Cl)cc2)c([N+](=O)[O-])n1	-1.5	-1.0	1.6	.	8.2	-6.4	1.4	4.9	13.4
CCN(CC)CCCC(C)NC(=O)c1cc(=O)c2ccccc2o1 (stereo not given)	-1.2	1.6	1.0	2.2	5.1	-1.3	-0.1	2.5	2.9
CCC(O)(CC)C(=O)N/N=C/c1cc(Br)cc(Br)c1O	0.3	4.4	1.9	-6.9	-3.3	4.4	-4.4	4.1	3.1
C/C(=N\O)C(C)(C)Nc1cccc(Br)c1	2.2	-3.8	-1.7	-2.6	-3.5	1.0	-8.3	7.3	4.0
COc1cc(OC)cc(-c2c(-c3cccs3)c3cc(-c4cnc(OC)nc4)ccc3n2C)c1	1.2	4.9	8.1	.	-0.7	9.9	3.5	8.0	6.2
CN(Cc1ccon1)Cc1cn(C)nc1-c1cccc(Cl)c1	-3.2	0.8	-3.4	5.7	-6.0	-0.3	-7.1	9.9	-2.3
O=C(Nc1cc(C(=O)N2CCCC2)ccc1N1CCCC1)c1ccccc1F	0.6	0.8	4.7	-17.1	3.6	6.0	-2.1	8.4	-1.8
COc1ccc(-c2csc(C)n2)cc1OC	-4.9	3.6	-0.1	9.1	-9.6	3.9	-11.4	7.8	-8.4
O=C(NC(NC(=S)Nc1ccc(Cl)cc1)C(Cl)(Cl)Cl)c1ccco1 (stereo not given)	-9.7	-6.3	-1.3	-13.2	-6.0	-5.9	-3.9	-5.2	-18.9
Cn1c(=O)c([N+](=O)[O-])c(NC2CCS(=O)(=O)C2)c2ccccc21 (stereo not given)	1.5	4.6	4.4	13.6	2.8	-2.9	-0.5	13.1	-0.3
CCOc1cccc2cc(-c3csc(NC(=O)CCC(=O)N4CCC(C)CC4)n3)c(=O)oc12	-3.9	1.6	-4.1	-4.2	0.5	-1.4	-2.0	3.6	-5.0
O=C(CCCc1ccccc1)N=C1SC2CS(=O)(=O)CC2N1c1ccccc1 (stereo not given)	0.8	8.6	3.5	-4.4	2.5	2.9	-1.4	-2.0	8.1
CCOC(=O)N1CCN(CC(=O)n2c(C)c(C)c3ccccc32)CC1	-0.1	2.1	4.7	21.9	3.0	0.7	-0.7	-1.7	7.3
O=C(N/N=C1/CCS(=O)(=O)c2ccc(F)cc21)c1cccnc1	0.9	5.8	-2.4	0.3	0.8	5.9	-7.2	5.9	7.1
Cc1cccc(-c2nnc(SCC#N)n2Cc2ccccc2)c1	-1.3	2.5	1.9	5.2	-4.6	0.0	0.3	2.6	0.1
CSc1nc(-c2ccccc2)cc(C(F)(F)F)c1C#N	-5.8	3.9	0.9	-1.5	6.2	10.8	1.3	-8.4	-7.6
CN(C)c1ccc(NC(=O)CCN2CCN(c3ccccn3)CC2)cc1	-3.0	-4.5	-2.2	9.0	-4.9	3.1	3.4	-1.2	-3.2
CCOc1ncccc1C(=O)OCc1cccc([N+](=O)[O-])c1	-0.1	-1.0	2.0	0.7	-3.2	6.6	-2.5	4.3	2.6
Cc1ccc(C(=O)Nc2cccc(N3C(=O)C4CCC(C)CC4C3=O)c2)cc1 (stereo not given)	3.8	2.9	-5.7	6.4	0.1	-4.4	-2.5	1.0	3.4
O=C(Nc1nnc(-c2ccccc2F)s1)c1cccnc1	2.9	3.7	6.3	-14.4	7.7	3.2	-5.2	8.4	2.9
Cc1csc(-c2cnn(-c3ccccc3)c2NC(=O)c2cccc(C(F)(F)F)c2)n1	-3.4	2.7	-3.5	-4.2	-9.2	-6.1	-5.8	-10.4	-5.3
C=CCc1cccc(/C=N/c2nc3ccccc3n2CC)c1O	-0.1	6.8	1.4	3.9	-4.4	2.3	-1.0	4.5	-2.8
Cc1ccc(S(=O)(=O)N2CCCC2C(=O)NCc2ccc3c(c2)OCO3)cc1 (stereo not given)	-3.3	-2.2	-1.8	1.1	-2.7	-1.9	6.6	-0.3	6.5

Filtered by structure, the compounds so far with two or more sulfur atoms (three)
compound	LYPLA1 counter	PAFAH1B2 FP inh	pPAFAH FP inh	GSTO1 counter	PME-1 primary	PAFAH2 inh	PAD4 FP inh	PAFAH1B3 inh	LYPLA2 counter
O=C(Nc1nc(-c2ccc3c(c2)OCCO3)cs1)c1ccc(S(=O)(=O)N2CCCCC2)cc1	-31.5	-13.3	-7.2	-10.6	-35.4	-29.6	-7.2	-27.6	-46.8
O=C(CCCCC(=O)NCc1cccs1)NCc1cccs1	0.8	0.3	3.5	-2.9	-2.5	-1.6	-0.2	-7.4	5.7
O=C(CCCc1ccccc1)N=C1SC2CS(=O)(=O)CC2N1c1ccccc1 (stereo not given)	0.8	8.6	3.5	-4.4	2.5	2.9	-1.4	-2.0	8.1

Not all compounds are listed; rates above refer to the full screens.
